Assay outcomes from PubChem BioAssay.
EPAC1 antag: qHTS for Antagonist of cAMP-regulated guanine nucleotide exchange factor 3 (EPAC1): primary screen; Rap guanine nucleotide exchange factor 3 (Homo sapiens), O95398; EPAC1 GEF assay, Rap1b-BODIPY-GDP exchange fluorescence; Potency, µM (highest dose often 115 µM), for inactives: top-dose activity change, negative = inhibition, actives largely listed as inhibitors; actives 0.14% (n = 360,000);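 further: potency means the concentration at half of the fitted maximal effect; plate controls were vehicle for no effect and positive control for full effect; nearly all actives have a fitted effect of over 50% in size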
Target sequence (O95398 whole entry, looked up): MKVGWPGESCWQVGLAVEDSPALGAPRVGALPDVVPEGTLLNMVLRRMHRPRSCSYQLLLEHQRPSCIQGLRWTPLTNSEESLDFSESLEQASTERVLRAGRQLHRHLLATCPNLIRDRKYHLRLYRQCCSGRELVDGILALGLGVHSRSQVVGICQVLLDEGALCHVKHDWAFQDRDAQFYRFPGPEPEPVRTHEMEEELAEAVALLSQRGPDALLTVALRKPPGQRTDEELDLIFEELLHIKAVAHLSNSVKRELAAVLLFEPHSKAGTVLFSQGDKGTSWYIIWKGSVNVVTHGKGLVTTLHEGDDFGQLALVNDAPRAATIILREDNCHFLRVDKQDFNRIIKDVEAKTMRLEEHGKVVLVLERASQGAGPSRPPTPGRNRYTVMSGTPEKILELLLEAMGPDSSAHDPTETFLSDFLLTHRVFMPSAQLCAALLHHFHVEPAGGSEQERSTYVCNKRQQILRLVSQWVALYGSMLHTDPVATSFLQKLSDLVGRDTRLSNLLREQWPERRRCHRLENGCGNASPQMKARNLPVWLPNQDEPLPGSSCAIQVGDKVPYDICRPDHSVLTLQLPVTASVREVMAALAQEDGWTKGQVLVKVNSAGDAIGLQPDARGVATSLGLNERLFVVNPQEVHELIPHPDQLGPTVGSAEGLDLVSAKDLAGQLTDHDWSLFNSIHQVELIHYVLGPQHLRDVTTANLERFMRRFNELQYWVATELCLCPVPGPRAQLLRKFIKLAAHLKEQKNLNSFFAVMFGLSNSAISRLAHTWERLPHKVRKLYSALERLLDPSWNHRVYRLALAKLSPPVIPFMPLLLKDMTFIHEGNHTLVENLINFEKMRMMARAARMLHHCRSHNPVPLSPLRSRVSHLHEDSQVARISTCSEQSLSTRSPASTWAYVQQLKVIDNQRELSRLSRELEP
CCT chaperon mod: High-Throughput Screening for Modulators of Cytosolic Chaperonin Activity; activity change, % (no concentration beside the values), hits read low; AID 651819, 2012; purified chaperonin ATPase assay, HTRF ADP detection, 30 min; actives 0.3% (n = 360,000); in the data active means activity change below about -30%; further: on the % scale 0 is the no-effect control and ±100 the full control effect
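Enzyme 40 or 20 nM (batch-dependent) in Tris pH 7.4/KCl/MgCl2/DTT; cpd 76 uM single point; ATP 10 uM; 30 min 37 °C; Transcreener ADP HTRF detection, 30 min RT; ratio 665/615.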
PLK1 PBD inh: qHTS for Inhibitors of PLK1-PDB (polo-like kinase 1 - polo-box domain): Primary Screen | Plk1 PBD binding of FITC phosphopeptide, fluorescence polarization | actives 2.8% (n = 360,000) | AID 720504, 2013 | Serine/threonine-protein kinase PLK1 (Homo sapiens), P53350 | Potency, µM, inactives show max response, negative = inhibition, usual class: inhibitors; further: potency means the concentration at half of the fitted maximal effect; series mostly up to about 57 µM; on the % scale 0 is the no-effect control and ±100 the full control effect; nearly all actives have a fitted effect of over 65% in size
PI5P4K alpha inh: qHTS for Inhibitors of phosphatidylinositol 5-phosphate 4-kinase (PI5P4K). actives 1.2% (n = 330,000). AID 652105, 2013. max response, %. PI5P4Kalpha enzyme, ADP-Glo luminescence, 60 min; hits give low values; active means max response of -50% or lower; inconclusive means between -30% and -50%; inactive means -30% or higher; further: value at the top dose of about 77 µM; on the % scale 0 is the no-effect control and ±100 the full control effect
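Enzyme plus substrate dispensed, test compounds pinned in, then ATP (5 microM final) added. After 60 min at RT, ADP-Glo reagent 1 for 45 min and reagent 2 for 30 min preceded luminescence imaging.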
EPAC1 ag: qHTS for Agonist of cAMP-regulated guanine nucleotide exchange factor 3 (EPAC1): primary screen; Rap guanine nucleotide exchange factor 3 (Homo sapiens), O95398; EPAC1 agonist qHTS, biochemical assay; response scale: 100% = response to 6.5 mM cAMP; Potency, µM (highest dose often 154 µM), without a hit: top-dose activation, actives largely listed as activators; actives 0.073% (n = 360,000); further: potency means the concentration at half of the fitted maximal effect; nearly all actives have a fitted effect of over 60% in size
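Nucleotide exchange by EPAC1 (100 nM) on Rap1B–BODIPY-GDP (250 nM) in the presence of 50 uM GDP is tracked fluorescently at 480/540 nm over 30 min. Signals are normalized to a 6.5 mM cAMP control.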
WRN inhibitor: qHTS for Inhibitors of WRN Helicase | Bifunctional 3'-5' exonuclease/ATP-dependent helicase WRN (Homo sapiens), Q14191 | WRN helicase unwinding, fluorescent forked duplex, kinetic | Potency, µM (highest dose often 114 µM), inactives show at the top dose activity change, negative = inhibition, usual class: inhibitors | actives 0.46% (n = 360,000); further: potency means the concentration at half of the fitted maximal effect; on the % scale 0 is the no-effect control and ±100 the full control effect; nearly all actives have a fitted effect of over 55% in size
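Primary qHTS, 1536-well format. 20 nM WRN + compound, 15 min RT; start with 100 nM forked fluorophore/quencher duplex, 2 mM ATP (final); kinetic read ex 525/em 598 nm.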
MmCpn inh: Inhibitors of TCP-1 ring complex (TRiC) of Methanococcus maripaludis (MmCpn): qHTS. Potency, µM (series often up to 76.9 µM), without a hit: top-dose activity, negative = inhibition, actives largely listed as inhibitors. actives 0.031% (n = 330,000). purified Mm-Cpn ATPase, ADP Transcreener TR-FRET; further: potency means the concentration at half of the fitted maximal effect; on the % scale 0 is the no-effect control and ±100 the full control effect; nearly all actives have a fitted effect of over 80% in size
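Reaction buffer contained 30 mM Tris pH 7.4, 100 mM KCl, 5 mM MgCl2 and 1 mM DTT. Mm-CPN (25 nM final) hydrolysed 10 uM ATP over 30 min at 37°C; ADP was read by HTRF.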
EPAC2 antag: qHTS for Antagonist of cAMP-regulated guanine nucleotide exchange factor 2 (EPAC2): primary screen. Rap guanine nucleotide exchange factor 4 (Homo sapiens), Q8WZA2. EPAC2 GEF exchange of Rap1B-BODIPY-GDP, fluorescence. Potency, µM (highest dose often 114 µM), for inactives: at the highest dose activity, negative = inhibition, most hits filed as inhibitors. actives 0.18% (n = 360,000). AID 720708, 2013; further: potency means the concentration at half of the fitted maximal effect; on the % scale 0 is the no-effect control and ±100 the full control effect; nearly all actives have a fitted effect of over 45% in size; many of its hits are not listed in these tables
An asterisk follows results filed as active; ? = inconclusive; . = no result given; [ ] = another dose, or the depositor's remark. Unless noted, the call rests on the fitted dose curve; in most records, active means well fitted curve in the direction sought with a large enough effect; inconclusive means small, poorly fitted or top-dose-only effect, or another doubt; inactive means no such curve, though single readings can be large; an effect the other way counts as inactive or inconclusive.

Labels used below – A = EPAC1 antag; B = CCT chaperon mod; C = PLK1 PBD inh; D = PI5P4K alpha inh; E = EPAC1 ag; F = WRN inhibitor; G = MmCpn inh; H = EPAC2 antag
1	O=C(O)CSCC(=O)N1N=C2/C(=C/c3ccccc3)CCCC2C1c1ccccc1 (centres undefined)
  A: -8% | B: 0.7 | C: ? | D: 3 | E: -5% | F: 0% | G: -3% | H: -8%

2	Cc1cccc(C(=O)NCCc2n[nH]c(=S)n2C)c1
  A: 11% | B: 1.3 | C: -10% | D: -10 | E: -3% | F: 3% | G: -1% | H: -4%

3	COCCCNC(=O)CN1C(=O)/C(=C\c2ccc(C)cc2)Sc2ccccc21
  A: -7% | B: 0.9 | C: -11% | D: 1 | E: -4% | F: -8% | G: 0% | H: -3%

4	Cc1ccc(/C=C/C(=O)NCCc2c[nH]c3ccccc23)o1
  A: 8% | B: -0.1 | C: -18% | D: 0 | E: -6% | F: -6% | G: 2% | H: 0%

5	CCCCN1C(Nc2ccccc2)=NC[C@@H]1CC(C)C
  A: -11% | B: -2.2 | C: -7% | D: -5 | E: -10% | F: 1% | G: -1% | H: 9%

6	Cc1ccc(C(=O)N2CCN(c3ncccn3)CC2)c(C)c1
  A: -2% | B: -2.2 | C: -8% | D: 16 | E: 4% | F: 4% | G: -1% | H: -4%

7	CCOc1cc(CNc2ccccc2)cc(Br)c1OCc1ccc(F)cc1
  A: 0% | B: 1.2 | C: -4% | D: 13 | E: 8% | F: -13% | G: -6% | H: 10%

8	CCCCN(CC(O)COc1cccc(C)c1)CC(O)COc1cccc(C)c1 (centres undefined)
  A: -12% | B: -3.7 | C: 3% | D: 14 | E: -8% | F: -5% | G: -1% | H: ?

9	Cc1ccnc2nc(C(=O)OCC(=O)N(Cc3ccccc3)C(C)(C)C)nn12
  A: -25% | B: -0.7 | C: -18% | D: -3 | E: 9% | F: 8% | G: 0% | H: 6%

10	CN(C)N1C(=O)CC(C)(c2ccc([N+](=O)[O-])cc2)C1=O (centres undefined)
  A: 10% | B: -1.2 | C: 2% | D: -2 | E: -8% | F: -5% | G: -3% | H: 9%

11	O=C(NCc1ccccn1)C1CCN(Cc2cnn(-c3ccccc3)c2-n2cccc2)CC1
  A: 5% | B: 1.2 | C: 1% | D: 2 | E: -9% | F: 4% | G: -1% | H: 13%

12	Cc1ccc(C)c(/C=C(\C(=O)O)c2ccc(S(=O)(=O)N3CCCCC3)s2)c1
  A: ? | B: 0.8 | C: -13% | D: ? | E: -15% | F: -12%[11.6 µM] | G: 1% | H: 1%

13	COc1ccc(NC(=O)C2Cc3c(-c4ccc(NC(C)=O)cc4)ccnc3O2)cn1 (centres undefined)
  A: -17% | B: -1.3 | C: -17% | D: -16 | E: -3% | F: 0% | G: . | H: 10%

14	O=C(c1ccc(Br)s1)N1CCN(S(=O)(=O)c2ccccc2)CC1
  A: -25% | B: -1.9 | C: -1% | D: 0 | E: 18% | F: ? | G: 0% | H: -1%

15	O=C(CSc1nc2ccc([N+](=O)[O-])cc2s1)NC1CCS(=O)(=O)C1 (centres undefined)
  A: -12% | B: 1.2 | C: ? | D: -16 | E: 7% | F: -2% | G: -15% | H: 5%

16	O=C1C[C@@H]2c3c(cccc3CN1Cc1ccccc1Br)C[C@@H](O)[C@H]2O
  A: 0% | B: -1.5 | C: -10% | D: -1 | E: 3% | F: 2% | G: . | H: 8%

17	O=C1CSc2ccc(S(=O)(=O)NCc3ccccc3Cl)cc2N1
  A: -8% | B: -0.3 | C: -16% | D: -1 | E: 7% | F: -6% | G: ? | H: -2%

18	Cc1ccc(C(C(=O)NC2CCCC2)N(C(=O)c2csnn2)c2cccc(F)c2)o1 (centres undefined)
  A: -15% | B: 0.7 | C: 2% | D: -1 | E: -5% | F: 4%[57.1 µM] | G: -1% | H: -5%

19	C/C(=N/OC(=O)c1c(-c2c(F)cccc2Cl)noc1C)c1cnccn1
  A: -26% | B: -0.7 | C: -5% | D: -1 | E: 16% | F: -5% | G: 1% | H: 0%

20	O=C(N/N=C/c1ccco1)c1cccc(N2Cc3ccccc3C2)c1
  A: ? | B: -1.2 | C: 27µM* | D: -88* | E: 2% | F: -20%[11.6 µM] | G: 1% | H: -10%

21	COc1ccc(OC)c(CN2CCN(S(=O)(=O)c3ccccc3)CC2)c1
  A: -6% | B: -2.5 | C: 6% | D: -6 | E: -3% | F: ? | G: . | H: 5%

22	CCOC(=O)N1CCN(c2nc3ccc(C)cc3n3cnnc23)CC1
  A: -4% | B: 1.6 | C: -3% | D: 3 | E: -3% | F: 1% | G: 1% | H: -28%

23	O=C1Nc2ccccc2N(C(=O)c2ccc(-c3ccccc3)cc2)C1c1nc2ccccc2[nH]1 (centres undefined)
  A: -9% | B: 0.7 | C: -4% | D: -13 | E: 7% | F: -6% | G: . | H: 8%

24	O=C(O)c1cccnc1SC1CC(=O)N(CCc2ccccc2)C1=O (centres undefined)
  A: 11% | B: -3.0 | C: -8% | D: . | E: -1% | F: 2% | G: -1% | H: 7%

25	CC(C)CC1c2[nH]c3ccccc3c2CCN1C(=O)c1cnccn1 (centres undefined)
  A: 8% | B: -3.4 | C: -4% | D: -1 | E: 10% | F: 13% | G: 1% | H: -4%

26	CC1CN(C2CCCCC2)c2nc3c(c(=O)n(C)c(=O)n3C)n2C1 (centres undefined)
  A: 6% | B: -2.0 | C: -1% | D: -2 | E: 2% | F: -3% | G: -1% | H: -5%

27	Cc1ccc(C(=O)Nc2ccc3c(c2)nc(CCNC(=O)c2ccco2)n3C)cc1
  A: -9% | B: 1.8 | C: -3% | D: -4 | E: -2% | F: -7% | G: -1% | H: 11%

28	Cc1ccc(C(=O)OCC(=O)NCc2ccc3c(c2)OCO3)s1
  A: 0% | B: -2.1 | C: -7% | D: -5 | E: 0% | F: -11% | G: -1% | H: 6%

29	O=C(Nc1ccc2c(c1)CCC2)c1cnn2c1NC(c1ccco1)CC2C(F)(F)F (centres undefined)
  A: -25% | B: -0.1 | C: 27µM* | D: 2 | E: 1% | F: -6% | G: 1% | H: -15%

30	O=C(c1cc(S(=O)(=O)N2CCOCC2)c(Cl)cc1Cl)N1CCN(S(=O)(=O)c2cccc(F)c2)CC1
  A: -9% | B: -0.9 | C: -1% | D: 5 | E: 5% | F: -12% | G: 2% | H: -5%

31	Cc1ccccc1Cn1nc(C)c(NC(=O)c2ccccc2)c1C
  A: -17% | B: 0.6 | C: -11% | D: 3 | E: 1% | F: 8% | G: 2% | H: -2%

32	O=C(O)c1cc(N=Cc2c(O)c3ccccc3oc2=O)ccc1O
  A: 10% | B: -1.3 | C: ? | D: -65* | E: -8% | F: -16% | G: -1% | H: -9%

33	COc1ccc(CN2CCNC(=O)C2CC(=O)NC2CCCC2)c(OC)c1 (centres undefined)
  A: 7% | B: 0.8 | C: -7% | D: 2 | E: -4% | F: 6% | G: 1% | H: 6%

34	CC1CCC(C(C)C)C(OCC(O)CN2CCN(Cc3ccccc3)CC2)C1 (centres undefined)
  A: ? | B: 5.1 | C: -4% | D: 18 | E: -13% | F: -23% | G: 0% | H: -10%

35	O=C(NCCc1c[nH]c2ccccc12)c1cc(Cl)c2c(c1)OCO2
  A: 24% | B: 0.6 | C: -13% | D: -20 | E: 16% | F: 10% | G: 1% | H: -2%

36	COCCCNC(=O)COc1cc(C)c(Cl)c(C)c1
  A: -13% | B: -0.8 | C: -3% | D: 1 | E: 4% | F: 1% | G: -1% | H: 1%

37	Cc1cccc(N2CCN(Cc3oc(CO)cc(=O)c3O)CC2)c1C
  A: 9% | B: -2.1 | C: 0% | D: -2 | E: -5% | F: 8% | G: 0% | H: 7%

38	Cn1c(=O)n(Cc2ccccc2Cl)c2ccccc21
  A: 0% | B: -0.1 | C: 17µM* | D: -19 | E: -4% | F: 0% | G: 3% | H: -14%

39	O=C(CS(=O)(=O)c1c[nH]c2ccccc12)Nc1ccc(F)cc1
  A: -7% | B: -0.1 | C: 8% | D: 0 | E: -8% | F: -8% | G: -1% | H: 13%

40	CC(C)CNC(=O)[C@@H]1CSC2c3ccccc3C(=O)N21 (some centres undefined)
  A: -10% | B: -0.9 | C: ? | D: -9 | E: 6% | F: 4% | G: -1% | H: 17%

41	COc1ccc(N(C(=O)c2snc(C(N)=O)c2N)C(C(=O)NCC2CCCO2)c2ccc3ncccc3c2)cc1OC (centres undefined)
  A: 10% | B: 1.6 | C: -4% | D: -13 | E: -7% | F: -6% | G: -2% | H: 9%

42	Cc1ccc(-n2c(O)cnc2Nc2nc(C)cc(C)n2)cc1
  A: 2% | B: -0.5 | C: -9% | D: -2 | E: 4% | F: -1% | G: 0% | H: 21%

43	O=C(O)CSc1nc2ccc(Cl)cc2[nH]1
  A: -2% | B: -0.7 | C: ? | D: -13 | E: 6% | F: ? | G: -1% | H: -4%

44	COc1cccc(C(NC(C)=O)c2nc(-c3cccc(NC(C)=O)c3)cs2)c1 (centres undefined)
  A: -9% | B: -4.2 | C: 0% | D: -3 | E: -13% | F: 3% | G: . | H: -4%

45	CC(C)COC(=S)Nc1ccccc1
  A: -11% | B: -0.8 | C: 1% | D: -7 | E: 0% | F: 0% | G: 0% | H: -6%

46	COc1ccc(N2CCN(C(=O)COC(=O)c3cnccn3)CC2)cc1
  A: 10% | B: 0.9 | C: -1% | D: 2 | E: -8% | F: 7% | G: -9% | H: 22%

Arranged by length of the SMILES (highest first): 3 of the compounds above
Labels used below – A = EPAC1 antag; B = CCT chaperon mod; C = PLK1 PBD inh; D = PI5P4K alpha inh; E = EPAC1 ag; F = WRN inhibitor; G = MmCpn inh; H = EPAC2 antag
33	COc1ccc(CN2CCNC(=O)C2CC(=O)NC2CCCC2)c(OC)c1 (centres undefined)
  A: 7% | B: 0.8 | C: -7% | D: 2 | E: -4% | F: 6% | G: 1% | H: 6%

32	O=C(O)c1cc(N=Cc2c(O)c3ccccc3oc2=O)ccc1O
  A: 10% | B: -1.3 | C: ? | D: -65* | E: -8% | F: -16% | G: -1% | H: -9%

43	O=C(O)CSc1nc2ccc(Cl)cc2[nH]1
  A: -2% | B: -0.7 | C: ? | D: -13 | E: 6% | F: ? | G: -1% | H: -4%

The list is partial; rates above refer to the full screens.
